# Screens: PubChem, The Scripps Research Institute Molecular Screening Center
# V1R ag counter = counter-screen for oxytocin receptor agonists: human V1a receptor agonists. P37288. AID 2797. CHO-V1R cells, Fluo-8 calcium fluorescence, agonist mode; 0% DMSO, 100% 3 nM vasopressin. 0.25% of 320,000 active. activation, % at 3 µM;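 active = activation above the mean activation of all tested compounds plus 3 SD, per screening run, cut at about 20% in these data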;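 note: signal is peak over basal fluorescence ratio across a 100 second FLIPR read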
# Target sequence (P37288 whole entry, looked up): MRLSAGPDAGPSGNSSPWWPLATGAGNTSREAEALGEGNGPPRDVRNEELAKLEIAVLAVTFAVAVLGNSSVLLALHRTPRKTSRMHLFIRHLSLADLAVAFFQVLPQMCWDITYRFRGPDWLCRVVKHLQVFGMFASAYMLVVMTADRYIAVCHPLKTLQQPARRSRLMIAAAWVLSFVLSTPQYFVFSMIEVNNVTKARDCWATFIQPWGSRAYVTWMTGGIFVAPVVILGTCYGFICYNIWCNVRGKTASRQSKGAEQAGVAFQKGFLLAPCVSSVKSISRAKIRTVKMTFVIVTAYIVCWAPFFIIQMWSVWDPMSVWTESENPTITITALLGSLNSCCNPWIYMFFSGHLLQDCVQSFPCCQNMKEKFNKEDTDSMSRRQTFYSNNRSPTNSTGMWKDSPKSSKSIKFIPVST
# CHO-K1 Ca PAM = M1 PAM counterscreen hit in parental CHO-K1 cells; ATP EC20, Fluo-8 calcium fluorescence; 0% at ATP EC20, 100% at ATP max; activation, % at 3 µM; 0.02% of 360,000 active; AID 602247;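 active = activation above the run cutoff, the mean activation of all test compounds plus 3 SD, cut at about 40% in these data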;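 note: peak over basal fluorescence ratio in a 140 s read after ATP addition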
# M1 ag = agonists of human M1 muscarinic receptor | activation, % at 3 µM | P11229 | 0.33% of 360,000 active | CHO-K1 hM1, Fluo-8 calcium fluorescence, agonist mode; 0% DMSO, 100% acetylcholine EC100;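 active = activation above the run's mean compound activation plus 3 SD, cut at about 16% in these data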;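 note: peak over basal fluorescence ratio within a 140 s kinetic read after compound addition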
# OXTR potentiate = potentiators of human oxytocin receptor; P30559; CHO-OTR cells, Fluo-8 calcium fluorescence, potentiator mode; 0% = oxytocin EC15, 100% = EC100; activation, % at 3 µM; 0.061% of 320,000 active; AID 2445;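 active = activation above that plate's cutoff, the mean activation of tested compounds plus 3 SD, cut at about 6.6% in these data, passing the limit was not always enough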;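 note: 100% uses oxytocin at 75 nM as the full agonist control; some results filed as inactive read as strong as hits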
#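 System: human OTR in CHO cells / Also added: sub-maximal oxytocin, roughly EC15 / Control set: EC15 oxytocin low, 75 nM oxytocin high / Schedule: 6 min compound pre-incubation at room temperature, 100 s kinetic read / Compound: single-point 3.0 µM / Replication: singlicate / Technique: Fluo-8 calcium dye fluorescence / Read-out basis: % activation of max/min ratio relative to oxytocin controls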
# CHO parental Ca = counter-screen: ATP calcium response change in parental CHO cells | parental CHO-K1, ATP-induced calcium, Fluo-8 fluorescence | 0.63% of 330,000 active | inhibition, % at 5.6 µM;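 active = inhibition above that plate's mean sample inhibition plus 3 SD, cut at about 26% in these data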;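 note: 0% = ATP-challenged DMSO wells and 100% = DMSO wells without ATP; some compounds past the cut are filed as inactive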
#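 Test system: untransfected parental CHO cell line. Compound: one dose, 5.6 µM nominal. Detection: intracellular calcium via Fluo-8 no-wash fluorescent dye. Measure: % inhibition. Benchmarks: ATP-challenged DMSO wells low, unchallenged DMSO wells high.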
# M1 ag parental = counter-screen for M1 agonists: effect in parental CHO-K1 cells; Fluo-8 calcium fluorescence; scaled to maximal ATP response, vehicle zero; activation, % at 3 µM; 0.48% of 360,000 active; AID 602248; in the data active = activation above about 15%;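 note: untransfected CHO-K1 host cells lacking M1 receptor as counterscreen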
# TAAR1 antag = human TAAR1 antagonism; CHO RD-HGA16 TAAR1, Fluo-8 calcium fluorescence, antagonist; Q96RJ0; 1.5% of 360,000 active; AID 624466; inhibition, % at 3 µM;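 active = inhibition above a per-plate cutoff, the mean inhibition of test compounds on that plate plus 3 SD, cut at about 49% in these data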;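 note: 0% = DMSO plus EC80 beta-PEA response and 100% = DMSO alone without agonist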
# Target sequence (Q96RJ0 whole entry, looked up): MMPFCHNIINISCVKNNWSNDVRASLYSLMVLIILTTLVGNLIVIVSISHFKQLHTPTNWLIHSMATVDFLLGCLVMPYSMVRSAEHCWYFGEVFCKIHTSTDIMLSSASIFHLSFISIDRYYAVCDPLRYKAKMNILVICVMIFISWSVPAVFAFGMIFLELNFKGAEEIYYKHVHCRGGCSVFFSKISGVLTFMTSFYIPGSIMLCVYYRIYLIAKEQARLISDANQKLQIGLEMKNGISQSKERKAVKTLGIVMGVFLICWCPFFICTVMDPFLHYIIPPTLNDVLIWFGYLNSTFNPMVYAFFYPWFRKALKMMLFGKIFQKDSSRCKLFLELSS
#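 System: CHO RD-HGA16 cells bearing hTAAR1. Reagent: EC80 β-phenethylamine stimulus. Schedule: seeding 17-24 h prior, 75-min 37 °C, 30-min RT dye loading. Signal: Fluo-8 intracellular calcium dye fluorescence, real-time kinetic reads. Read-out: % inhibition from peak post-agonist over basal fluorescence ratio. Benchmarks: vehicle wells and EC80 agonist wells. Replicates: n of 1.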
# TAAR1 ag = agonists of human TAAR1. CHO RD-HGA16 TAAR1, Fluo-8 calcium fluorescence; vehicle wells 0%, saturating PEA agonist 100%. Q96RJ0. 0.99% of 360,000 active. activation, % at 3 µM;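 active = activation above the mean activation of all test compounds in the run plus 3 SD, cut at about 38% in these data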
#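 Test system: RD-HGA16 (CHO) cells co-expressing Gα16 and hTAAR1; dosing: one-point dosing at 3 µM (nominal); timing: 17-24 h seeding, 75 min 37 °C dye, 30 min RT; signal: kinetic Fluo-8 calcium fluorescence; read-out basis: % activation relative to PEA EC100 response; controls: DMSO and PEA EC100; replicates: n 1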
# CHO-K1 Ca antag = counter-screen for M1 antagonists: effect in parental CHO-K1 cells; ATP-induced calcium, Fluo-8 fluorescence; inhibition, % at 3 µM; 0.6% of 360,000 active;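 active = inhibition above a per-plate cutoff, the plate's mean sample inhibition plus 3 SD, cut at about 24% in these data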;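 note: 0% = DMSO plus EC80 ATP and 100% = DMSO alone without ATP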
# Numbers without * were called inactive; . = not tested or not shown.
SMILES,V1R ag counter,CHO-K1 Ca PAM,M1 ag,OXTR potentiate,CHO parental Ca,M1 ag parental,TAAR1 antag,TAAR1 ag,CHO-K1 Ca antag
O=C(C=P(c1ccccc1)(c1ccccc1)c1ccccc1)c1ccccc1-c1ccccc1C(=O)C=P(c1ccccc1)(c1ccccc1)c1ccccc1,.,2,-2,.,.,11,-24,5,1
COc1cc(/C=N/n2c(=S)[nH]nc(C)c2=O)cc([N+](=O)[O-])c1O,0.0,-6,-5,-6,-13,5.2,3,0,25*
COc1ccc(-c2cc(C(=O)NCCN3CCOCC3)no2)cc1OC,0.2,12,1,1,-12,0.8,-29,4,-13
C[C@H](CO)N1C[C@H](C)[C@@H](CN(C)Cc2ccc3c(c2)OCCO3)OCc2cnnn2CCCC1=O,.,27,-3,.,.,0.7,-5,1,-4
COc1cc(OC)c(OC)cc1CNCc1ccc2c(c1)OCO2,0.3,-6,-6,2,-16,0.3,2,-1,-1
CCN(CC)c1ccc(C(=O)N/N=C(\C)c2ccc(O)cc2)cc1,-0.8,18,-9,-8,-5,0.3,-4,0,-7
C#CCOCCOCCOCCNc1nc(N2CCOCC2)nc(N2CCN(C(=O)[C@H]([C@@H](C)CC)n3cc(CCCCN)nn3)CC2)n1,0.4,-1,-13,4,-17,-0.1,-8,4,-5
Cc1ccc2c(CC(=O)NCc3ccco3)coc2c1C,-1.7,10,-6,-9,-15,0.0,0,13,-5
O=C(NCc1ccc(F)cc1)c1cnccn1,0.6,8,-1,-8,-2,0.1,8,2,-8
Cc1ccc(C(C(=O)NCc2ccc(F)cc2)N(CCCO)C(=O)C2COc3ccccc3O2)o1 (configuration not stated),1.8,-6,-3,-16,-11,19*,52*,16,18
CCOC(=O)c1nnc(-c2ccccc2)nc1N1CC(C)OC(C)C1 (configuration not stated),0.5,23,-6,-4,-11,0.2,-17,2,-6
O=C(OCCCN=C1NS(=O)(=O)c2ccccc21)C1CC(=O)N(c2ccc(Cl)cc2)C1 (configuration not stated),-0.4,13,-3,-14,-29,-0.2,-16,5,1
Cc1ccc(NS(=O)(=O)c2sc3ccc(Cl)cc3c2C)cc1,-0.5,-10,1,-15,24,1.6,-9,2,9
Nc1[nH]c(C(=O)c2ccccc2)c(-c2ccncc2)c1C(=O)NCc1cccc2ccccc12,.,24,.,.,.,7.5,36,15,-23
S=C(NC1CC1)SCc1ccco1,-0.3,3,-7,-4,-11,-0.1,-17,1,-14
CCOC(=O)c1nnn(-c2ccccc2C#N)c1C,-0.3,10,-5,3,-2,0.1,-2,15,2
CCOc1ccccc1NC(=O)C1CCN(S(C)(=O)=O)CC1,1.4,-5,-5,-2,-9,-0.2,9,1,1
OC[C@@H]1CN(CCc2ccccc2)C[C@H](n2cnc3c(NCc4ccc(F)cc4)ncnc32)O1,.,21,-3,.,.,2.8,1,66*,-6
O=C(O)C1=C[C@H](C2CC2)C[C@H](OCc2ccc(CO)cc2)O1,0.5,18,-2,-6,-10,0.2,6,1,-10
C/C(=N/OC(=O)C1CC1)c1cc(-c2ccc(Cl)cc2)no1,-1.0,14,-1,-5,-6,1.9,-29,13,-15

# The last four records of the section above come first, to join the parts.
SMILES,V1R ag counter,CHO-K1 Ca PAM,M1 ag,OXTR potentiate,CHO parental Ca,M1 ag parental,TAAR1 antag,TAAR1 ag,CHO-K1 Ca antag
CCOc1ccccc1NC(=O)C1CCN(S(C)(=O)=O)CC1,1.4,-5,-5,-2,-9,-0.2,9,1,1
OC[C@@H]1CN(CCc2ccccc2)C[C@H](n2cnc3c(NCc4ccc(F)cc4)ncnc32)O1,.,21,-3,.,.,2.8,1,66*,-6
O=C(O)C1=C[C@H](C2CC2)C[C@H](OCc2ccc(CO)cc2)O1,0.5,18,-2,-6,-10,0.2,6,1,-10
C/C(=N/OC(=O)C1CC1)c1cc(-c2ccc(Cl)cc2)no1,-1.0,14,-1,-5,-6,1.9,-29,13,-15
O=C(CSCc1ccccc1)Nc1ccccc1,-0.9,17,-4,-4,0,3.0,-11,0,-16
CCOc1ccc(CN(C)CC(=O)Nc2cc(OC)c([N+](=O)[O-])cc2C)cc1,0.4,8,-5,1,-14,0.7,-12,-1,-8
Cc1ccc(NC(=O)NCc2ccccn2)cc1Cl,0.2,0,-3,-8,-6,1.3,-6,2,1
CCCCn1nnc(NC(=O)Cc2ccc(Cl)cc2)n1,-0.9,20,-5,-4,-17,0.8,-8,3,-7
CCN(CC)S(=O)(=O)c1ccc(Cc2ncc(C(F)(F)F)cc2Cl)s1,3.2,-2,-2,-21,32,1.7,22,2,6
Cc1ccc(C2/C(=C(/O)c3ccc(Cl)cc3)C(=O)C(=O)N2CC2CCCO2)o1 (configuration not stated),-0.2,9,-3,-4,-8,-0.2,-12,2,-6
Cc1ccc(S(=O)(=O)Cc2ccc(C(=O)NC3CCCC3)o2)cc1,-0.5,7,-2,1,-18,0.7,-1,0,-13
O=C(c1cc(C2CC2)nn1-c1ccccc1)N1CCN(Cc2ccccc2F)CC1,.,18,-2,.,.,0.1,-4,-2,-10
Cc1ccc(C(=O)Nc2nnc(S(=O)(=O)N3CCCCCC3)s2)cc1,0.3,2,2,-2,-7,-0.6,0,-1,1
CCCCN(Cc1ccccc1)c1ncnc2nc[nH]c12,-1.6,2,-1,-4,0,-0.6,.,.,1
CCCc1cc(=O)oc2cc(OCc3cccc(OC)c3)c(Cl)cc12,0.6,18,-5,-7,-7,0.8,0,1,-5
CCC(NC(=O)CSc1nnnn1C1CC1)c1ccc(Br)cc1 (configuration not stated),2.1,-18,-7,-5,-11,0.6,6,10,4
COc1ccc(CNC(=O)c2ccc(-c3ccc(F)c(F)c3)c3ccoc23)cc1OC,.,0,-3,.,.,0.8,10,2,-12
O=C(COc1ccc([N+](=O)[O-])cc1)Nc1ccncc1,3.0,-16,-3,-24,1,0.5,-3,2,16
O=C1C2C3C=CC(C3=C3CCCCC3)C2C(=O)N1Cc1ccccc1 (configuration not stated),5.1,4,4,-6,-6,2.5,9,10,-11
CN(C)CC(C)(C)CNc1ccc(S(=O)(=O)N2CCCC2)cn1,1.4,18,-8,0,-6,0.4,-1,1,-12
Nc1nc(-c2ccccc2)c(N=Nc2cccnc2)s1,0.5,27,-7,-18,12,2.6,-8,3,-15
CCOc1ccc(C(=O)Nc2nnn(CC)n2)cc1,-0.5,3,-1,-8,1,0.0,-13,0,-11
CC1(C)CC(=O)C2=C(C1)Nc1ccccc1NC2c1ccc([N+](=O)[O-])cc1 (configuration not stated),1.8,18,0,1,-21,7.4,-1,3,-16
O=C(Nc1cccc(F)c1)c1cccc2c1C(=O)N(C1CCCCC1)C2,0.3,-9,0,-2,0,-0.2,-9,-1,17
O=C(OCCN1CCOCC1)C1(c2ccccc2)CCCCC1,-0.6,.,.,3,-15,.,10,1,.
CCCCNC(=O)CC1Nc2ccccc2NC1=O (configuration not stated),1.2,10,-3,1,-10,0.5,-25,5,-2
CC1CCCC(NC(=O)C2CCN(S(=O)(=O)c3cnc[nH]3)CC2)C1C (configuration not stated),0.0,-8,-3,0,-5,0.7,-8,1,-5
COc1ccc(Cl)cc1N(CC(=O)NCCSCc1ccccc1)S(C)(=O)=O,2.0,15,-5,-15,-22,1.6,3,2,2
Cc1ccc(/C=C/C(=O)OCC(=O)NC(=O)NCc2ccco2)cc1,-0.6,23,-6,1,-23,0.4,-34,-3,-14
O=C(/C=C/[C@H]1O[C@@H](n2ccc(=O)[nH]c2=O)[C@H](O)[C@@H]1O)NCCc1c[nH]c2ccccc12,.,2,0,.,.,-0.1,-1,0,-9
Cn1c(=O)n(CCCO)c(=O)c2c1nc1n2CCCN1Cc1ccccc1,0.8,10,-1,-5,-8,0.3,-20,4,-2
CCOC(=O)CN1C(=O)CSc2ccc(S(=O)(=O)N3CCOCC3)cc21,0.0,22,-3,-2,3,0.1,-2,4,1
COC(=O)c1sccc1NC(=O)CSc1cccc(Cl)c1Cl,0.3,24,-2,-10,-32,2.5,13,5,-6
CCC1Oc2ccc(C)cc2N(CC(=O)N2CCCC2)C1=O (configuration not stated),0.2,15,-1,-11,-3,0.4,-16,11,-6
[O-][n+]1ccc(CC(O)(C(F)(F)F)C(F)(F)F)cc1,.,-14,-2,.,.,-0.5,-25,2,14
COc1ccc(NC(=O)c2ccc(-c3csc(C)n3)cc2)cc1,3.8,10,1,-10,19,2.7,-5,6,-14
O=C(c1ccc2c(c1)OCO2)N1CCN(C(=O)c2ccco2)CC1,0.2,15,-7,-2,0,0.5,2,7,-17
COc1ccccc1C/C(N)=N/OC(=O)c1ccco1,0.3,8,-8,4,-13,-0.6,6,1,4
CCC(=O)Nc1ccc2c(c1)nc(CCN1CCCCC1)n2C,0.7,-10,-11,-4,-6,0.5,2,7,8
CCOc1ccc2nc(N3CCCC(C(=O)N4CCN(CC)CC4)C3)sc2c1 (configuration not stated),0.5,10,-10,-9,-11,0.5,-5,0,-5

# Reformatted with tabs: 6 of the compounds above
canonical_smiles	V1R ag counter	CHO-K1 Ca PAM	M1 ag	OXTR potentiate	CHO parental Ca	M1 ag parental	TAAR1 antag	TAAR1 ag	CHO-K1 Ca antag
CCC(=O)Nc1ccc2c(c1)nc(CCN1CCCCC1)n2C	0.7	-10	-11	-4	-6	0.5	2	7	8
CCOc1ccc2nc(N3CCCC(C(=O)N4CCN(CC)CC4)C3)sc2c1 (configuration not stated)	0.5	10	-10	-9	-11	0.5	-5	0	-5
Cn1c(=O)n(CCCO)c(=O)c2c1nc1n2CCCN1Cc1ccccc1	0.8	10	-1	-5	-8	0.3	-20	4	-2
COC(=O)c1sccc1NC(=O)CSc1cccc(Cl)c1Cl	0.3	24	-2	-10	-32	2.5	13	5	-6
O=C(/C=C/[C@H]1O[C@@H](n2ccc(=O)[nH]c2=O)[C@H](O)[C@@H]1O)NCCc1c[nH]c2ccccc12	.	2	0	.	.	-0.1	-1	0	-9
CCOC(=O)CN1C(=O)CSc2ccc(S(=O)(=O)N3CCOCC3)cc21	0.0	22	-3	-2	3	0.1	-2	4	1
